KinaseGlo FLuc: blocks Kinase-Glo luciferase, a counter-screen artifact. Potency, µM (series often up to 38.3 µM), without a hit: top-dose activity change, negative = inhibition, hits mostly inhibitors. hit rate 0.28% among 200,000. Kinase-Glo luciferase, ATP luminescence, 8 min. Q27757; also: % is scaled to controls: 0 for no effect and ±100 for the full control effect; nearly all actives have a fitted effect of over 60% in size
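Luminescence was the read-out, taken after 8-minute incubation at ambient temperature. Luciferase turned over luciferin with 10 uM ATP in imidazole pH 7.2 buffer containing KCl, MgCl2, Tween 20 and BSA.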
Epigenetic derep: derepresses silenced GFP reporter in murine cells. AID 1865. murine LDR cells, GFP reporter derepression, 30 h. hit rate 0.2% among 280,000. Potency, µM (top dose mostly 53.9 µM), without a hit: at the highest dose GFP activation, most hits filed as activators; also: % of control where 0% means no effect; nearly all actives have a fitted effect of over 60% in size
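GFP-positive cell count by laser-scanning cytometry (objects 20–120 um) after 30 h, 37 C compound exposure of murine LDR cells; reporter is CMV-GFP integrated at a silenced locus, inducible by HDAC or DNMT inhibitors.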
RECQ1 helicase: RECQ1 (human) helicase inhibition; P46063; RECQ1 DNA unwinding, red fluorescence kinetic read; Potency, µM (highest dose often 57.3 µM), for inactives: at the top dose activity, negative = inhibition, usual class: inhibitors; hit rate 0.54% among 240,000; AID 2549;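 also: plate controls were vehicle for no effect and no enzyme for full effect; nearly all actives have a fitted effect of over 30% in size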
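RECQ1T1 50 nM; forked duplex (20 bp + 30-nt ss tails) 200 nM, ATP 2 mM final; pH 8.0, 2 mM MgCl2, 2.5 ug/ml poly(dI-dC); 15 min compound preincubation; discontinuous kinetic read over 2 h at RT.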
SMN2 splice enh: increases expression of the SMN2 splice variant | HEK293 SMN2-luciferase splicing reporter, luminescence, 30-36 h | Potency, µM (titrated, usually from 46.1 µM), for inactives: at the top dose activity change, positive = activation, most hits filed as activators | hit rate 2.8% among 210,000; also: % of control where 0% means no effect; nearly all actives have a fitted effect of over 55% in size
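qHTS luciferase splicing reporter: luminescence rises when SMN2 exon 7 is included in transfected HEK293 cells. Compound exposure lasted 30-36 h at 37C, with 4.5 mM final sodium butyrate as control, followed by a ONE-Glo read.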
GoLoco inh red: RGS12 GoLoco-Gai1 interaction inhibition; Potency, µM (series often up to 61.6 µM), for the others: top-dose activity, negative = inhibition, usual class: inhibitors; P63096; Gai1:RGS12 GoLoco peptide FP, rhodamine, 10 min; hit rate 0.44% among 230,000; active = well fitted inhibition curve with a large enough effect, not every such curve was filed as active; inactive = no such curve, though single readings can be large or run the other way; also: % is scaled to controls: 0 for no effect and ±100 for the full control effect; nearly all actives have a fitted effect of over 30% in size; many of its hits are not listed in these tables
Target sequence (P63096 whole entry, looked up): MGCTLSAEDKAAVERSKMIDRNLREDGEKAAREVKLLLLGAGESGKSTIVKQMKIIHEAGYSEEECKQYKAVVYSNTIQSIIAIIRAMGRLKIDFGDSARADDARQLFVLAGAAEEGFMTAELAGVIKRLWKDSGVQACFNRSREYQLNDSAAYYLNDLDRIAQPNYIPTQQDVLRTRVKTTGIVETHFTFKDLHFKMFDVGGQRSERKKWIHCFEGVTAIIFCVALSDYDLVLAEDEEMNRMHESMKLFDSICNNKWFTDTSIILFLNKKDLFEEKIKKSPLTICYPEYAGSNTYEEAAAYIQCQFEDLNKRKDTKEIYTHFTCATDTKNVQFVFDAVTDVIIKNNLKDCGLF
KDM4E inh: inhibitors of human JMJD2E histone demethylase; hit rate 1.6% among 230,000; Potency, µM (top dose mostly 57.1 µM), without a hit: at the top dose activity change, negative = inhibition, actives largely listed as inhibitors; JMJD2E catalytic domain, FDH-coupled NADH fluorescence (FDH is formaldehyde dehydrogenase); AID 2147; active = well fitted inhibition curve with a large enough effect, not every such curve was filed as active; inconclusive = small, poorly fitted or top-dose-only effect, or another doubt; inactive = no such curve, though single readings can be large or run the other way;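 also: 0% = wells with enzyme and -100% = buffer wells without enzyme; nearly all actives have a fitted effect of over 50% in size; many of its hits are not listed in these tables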
Target sequence (B2RXH2 1-337 limits assumed): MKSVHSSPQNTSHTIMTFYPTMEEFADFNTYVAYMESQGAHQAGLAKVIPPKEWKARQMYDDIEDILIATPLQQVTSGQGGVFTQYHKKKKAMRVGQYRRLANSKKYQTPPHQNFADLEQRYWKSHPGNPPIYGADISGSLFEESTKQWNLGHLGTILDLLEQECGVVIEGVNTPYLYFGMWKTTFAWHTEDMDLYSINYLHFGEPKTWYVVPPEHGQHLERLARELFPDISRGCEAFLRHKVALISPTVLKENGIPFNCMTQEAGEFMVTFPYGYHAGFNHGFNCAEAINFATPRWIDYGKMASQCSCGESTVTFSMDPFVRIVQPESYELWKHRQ
NPSR antag: neuropeptide S receptor (human) antagonism, cAMP; AID 1461; CHO-NPSR cells, cAMP TR-FRET, antagonist mode; Potency, µM (series often up to 38.3 µM), for inactives: top-dose activity change, negative = inhibition, hits mostly inhibitors; Q6W5P4; hit rate 1% among 220,000; also: % is scaled to controls: 0 for no effect and ±100 for the full control effect; nearly all actives have a fitted effect of over 50% in size; many of its hits are not listed in these tables
Target sequence (Q6W5P4 whole entry, looked up): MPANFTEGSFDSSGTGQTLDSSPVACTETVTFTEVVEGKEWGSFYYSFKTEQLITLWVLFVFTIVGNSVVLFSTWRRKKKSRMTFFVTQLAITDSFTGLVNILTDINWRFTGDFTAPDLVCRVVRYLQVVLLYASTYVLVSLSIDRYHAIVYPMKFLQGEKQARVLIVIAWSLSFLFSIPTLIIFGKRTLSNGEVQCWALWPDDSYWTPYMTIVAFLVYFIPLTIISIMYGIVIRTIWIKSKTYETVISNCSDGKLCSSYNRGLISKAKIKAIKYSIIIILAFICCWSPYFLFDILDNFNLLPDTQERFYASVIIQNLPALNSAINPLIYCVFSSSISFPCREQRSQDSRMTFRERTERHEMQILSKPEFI
IMPase Li inh: cell-permeable IMPase inhibitors with lithium potentiation. Potency, µM (titrated, usually from 59.4 µM), without a hit: at the highest dose activity, negative = IMPase inhibition, most hits filed as inhibitors. hit rate 0.35% among 210,000. CHO-M1 cells, IP1 TR-FRET (IP-One), carbachol + lithium;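 also: IP1 builds up when IMPase is blocked and the TR-FRET signal falls; plate controls were basal vehicle for no effect and high inhibitor control for full effect; nearly all actives have a fitted effect of over 50% in size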
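IP1 accumulation measured by competitive TR-FRET in lysed CHO-M1 cells after 30 min compound exposure at 37C, with a small lithium addition to potentiate weak responses. Hill-equation AC50 from ratio and donor-channel data.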
* marks the source's active call; other numbers are inactive results; i = inactive; ? = inconclusive; . = no result given; [ ] = remark or other dose. Unless noted, calls follow the shape of the dose curve; as a rule, active = well fitted curve in the direction sought with a large enough effect; inconclusive = small, poorly fitted or top-dose-only effect, or another doubt; inactive = no such curve, though single readings can be large; an effect the other way counts as inactive or inconclusive. Potency is read from the fitted curve at half-maximal effect. This is a subset; rates above refer to the full screens.

SMILES	KinaseGlo FLuc	Epigenetic derep	RECQ1 helicase	SMN2 splice enh	GoLoco inh red	KDM4E inh	NPSR antag	IMPase Li inh
C/C(=N\Nc1ccc([N+](=O)[O-])cc1)c1ccc(N2CCOCC2)cc1	.	5.2%	-8%	.	8%	-2%	9%[7.67 µM]	.
CC(=O)Nc1c(N)c2ccccc2oc1=O	-1%	1.6%	-11%	16%	-2%	-5%	11%	-2%
CCCc1nnc(SCC(=O)N2CCCCC2C)n1CCOC (stereo not given)	3%	-4.9%	7%	.	3%	-1%	-12%	7%
Cc1ccc2oc(=O)c3cnn(CC(=O)N(CCC(C)C)Cc4ccco4)c3c2c1	0%	1.0%	-7%	-8%	9%	3%	-19%[46.1 µM]	6%[38.3 µM]
O=C(Cc1csc(N2CCOCC2)n1)N/N=C/c1cccc(O)c1	-6%	-0.5%	-9%	17%	9%	6%	-6%[46.1 µM]	22%[38.3 µM]
Cc1cc2c3c(cccc3n1)C(=O)c1ccccc1-2	-2%	-1.1%	-8%	13%	-20%	17%	.	1%
Cc1nc2nc(Cc3ccccc3)[nH]n2c(=O)c1Cl	3%	0.1%	-9%	-5%	7%	-16%	10%[46.1 µM]	8%[38.3 µM]
COc1ccc(NC(C)=O)cc1NC(C)C(=O)Nc1ccc(F)c(F)c1F (stereo not given)	-5%	-0.3%	i	9%	7%	-16%	-10%[46.1 µM]	11%[38.3 µM]
c1coc(CNCC2OCCc3ccccc32)c1 (stereo not given)	0%	0.3%	?	-4%	9%	2%	-7%[7.67 µM]	6%[38.3 µM]
CC(C)c1nc(SCC(=O)N2CCN(c3ccccc3)CC2)c2c(=O)n(C)c(=O)n(C)c2n1	1%	0.0%	-2%	.	2%	0%	?	31%[activator][38.3 µM]
Cc1ccc(NC(=O)c2ccc3c(c2)S(=O)(=O)c2ccccc2C3=O)cc1S(=O)(=O)N1CCOCC1	.	5.4%	26%	.	7%	2%	-21%	.
CCC(=O)N(Cc1cc(=O)[nH]c2ccccc12)c1cccc(C)c1	8%	-1.9%	-6%	-4%	-6%	-27%	-13%[46.1 µM]	-15%[38.3 µM]
N#CC1=C(N)Oc2n[nH]c(-c3ccccc3)c2C1c1ccsc1 (stereo not given)	3%	3.1%	-1%	11%	9%	?	14%	28%
CCCSc1nc2c(cnn2-c2ccc(Cl)cc2)c(=O)[nH]1	0%	0.8%	-12%	7%	-1%	-1%	9%[46.1 µM]	7%[38.3 µM]
CCn1c(=N)n(CC(=O)C23CC4CC(CC(C4)C2)C3)c2ccccc21	-1%	0.0%	-17%	-21%	4%	?	-24%[46.1 µM]	47%[activator][38.3 µM]
COc1cc(NC(=O)CSc2nc3[nH]ncc3c(=O)n2-c2ccccc2C)cc(OC)c1OC	1%	0.3%	-3%	10%	0%	0%	2%	5%
O=C(COc1ccc2ccccc2c1)N/N=C/c1ccccn1	-2%	2.9%	-10%	.	19%	-21%	-12%	7%
Nc1ccc(C(CC(=O)O)n2cccc2)cc1 (stereo not given)	0%	0.0%	-6%	14%	2%	-6%	13%	-11%
Cc1ccc([N+](=O)[O-])cc1N/C=C1\CCCCC1=O	-1%	3.5µM*	-7%	-5%	-7%	-19%	6%	-1%
CCCOc1ccc(/C(O)=C2/C(=O)C(=O)N(CCCN3CCOCC3)C2c2ccncc2)cc1 (stereo not given)	0%	3.0%	-19%	10%	41%[activator]	?	-17%[46.1 µM]	-15%[38.3 µM]
Cc1cc(C)nc(NC(=O)c2cc3ccccc3o2)n1	-12%	-1.1%	-14%	-5%	6%	2%	-4%[46.1 µM]	6%[38.3 µM]
CCOC(=O)CSc1nnc(CNC(=O)Cc2ccccc2)n1C	-6%	0.0%	5%	-10%	10%	-1%	-3%[46.1 µM]	-12%[38.3 µM]
Cc1cc(C)cc(Oc2ccc(NC(=O)C3CC=CCC3C(=O)O)cc2)c1 (stereo not given)	0%	-1.5%	i	-4%	4%	-6%	-3%	2%
COc1ccc(C(O)c2nc3ccccc3n2C)cc1OC (stereo not given)	11%	-2.7%	i	-67%[inhibitor]	7%	11%	-6%[46.1 µM]	5%[38.3 µM]
CC(=O)c1c(C)nc(-c2ccc(Cl)cc2Cl)n1O	2%	-1.0%	4%	-20%	-19%	-2%	5%[46.1 µM]	4%
Next part.
SMILES	KinaseGlo FLuc	Epigenetic derep	RECQ1 helicase	SMN2 splice enh	GoLoco inh red	KDM4E inh	NPSR antag	IMPase Li inh
CCCn1c(C)nc2c(NC(C)CCCN(CC)CC)nc(C)nc21 (stereo not given)	1%	1.0%	-3%	-4%	-3%	-24%	.	-3%
COc1ccc(COC(=O)C2=C(C)NC(=O)NC2c2ccc(O)c(OC)c2)cc1 (stereo not given)	-3%	0.8%	-7%	-7%	7%	-2%	-9%[46.1 µM]	3%[38.3 µM]
CCOC(=O)CSc1nc2sc3c(c2c(=O)n1CC)CC(C)(C)OC3	-2%	-1.1%	7%	-9%	2%	6%	-4%[46.1 µM]	4%[38.3 µM]
COC(=O)CCCC1=CC2=C(c3ccccc3)C(=O)C(C)(OC(=O)C3CCCC3)C(=O)C2=CN1C1CCCC1 (stereo not given)	-8%[7.66 µM]	-0.2%	15%[11.5 µM]	-11%[9.22 µM]	2%[14.2 µM]	-12%	-21%	5%
CN(C)c1ccc(NC(=O)Nc2csc3ccccc23)cc1	.	5.0%	-8%	.	4%	-6%	51%	.
COc1ccccc1C(=O)O/N=C(\N)c1ccc(Cl)cc1	-2%	-0.2%	-18%	?	0%	-1%	-12%[46.1 µM]	-5%[38.3 µM]
COc1ccc(C(=O)C2CCCN(C(=O)c3ccccc3C(C)=O)C2)cc1F (stereo not given)	9%	-0.6%	-4%	.	3%	3%	-15%	16%
CCOc1cc(/C=N/NC(=O)COc2nc(C)cc(COC)c2C#N)ccc1O	1%	-1.0%	-6%	-8%	6%	-6%	6%	5%
C=CCn1c(SCC(=O)OCc2ccccc2)nc2c1c(=O)n(C)c(=O)n2C	-3%	-1.9%	i	30%	5%	5%	4%[46.1 µM]	15%[38.3 µM]
O=C(Nc1ccccc1)Nc1ncc([N+](=O)[O-])s1	-6%	-3.6%	-6%	4µM*	4%	-14%	-47%	26%
C/C(=C1/SC(=S)N(CCC(=O)O)C1=O)c1ccc(O)cc1	-1%	0.9%	?	6%	5%	-8%	-6%[46.1 µM]	24%[38.3 µM]
CCOc1ccc(S(=O)(=O)N(C)c2ccc(OCC(=O)Nc3nccs3)cc2)cc1	0%	-1.5%	-9%	-15%	-2%	10%	-23%	11%
O=C(c1ccc(Cl)cc1)N1CCC(O)(CSc2ccccc2)CC1	6%	1.2%	8%	-17%	6%	6%	-11%[46.1 µM]	21%[38.3 µM]
Cc1c(C(=O)NCc2cccs2)oc2ccc(Br)cc12	-6%	-0.4%	i	-20%	1%	8%	-17%[46.1 µM]	-4%[38.3 µM]
CCCCOC1(c2ccccc2)OC(=O)c2ccccc21 (stereo not given)	0%	-0.2%	i	7%	-18%	-1%	?	17%[38.3 µM]
CCn1c(/C=C/c2cccc([N+](=O)[O-])c2)nc2ccccc2c1=O	-3%	2.3%	7%	-71%[inhibitor]	4%	5%	-23%[46.1 µM]	-5%[38.3 µM]
CC(=O)N1N=C(c2ccncc2)OC12CCCC2	-4%	-4.8%	-3%	?	7%	0%	-8%[46.1 µM]	25%[38.3 µM]
CCCCN1/C(=C/c2ccc3ccccc3[n+]2CC)Sc2ccccc21	-7%	3.2µM*	i	-83%[inhibitor]	84%[activator]	14µM*	-51%	-1%
CC1CCN(C(=O)c2ccc3c(Cl)c4c(nc3c2)CCCC4)CC1	2%	-0.8%	-2%	-25%	2%	5%	-6%	-1%
CC(=O)c1cc2c(cc1NC(=O)c1cccc(S(=O)(=O)N3CCN(C)CC3)c1)OCO2	-1%	0.0%	i	-10%	29%	6%	-6%	8%
O=C(NC1CC1)C1=C[C@H](c2csc3ccccc23)C[C@H](OCc2ccc(CO)cc2)O1	.	0.0%	i	.	7%	4%	?	.
O=C(COC(=O)CCC(=O)c1cccs1)NC1CC1	0%	4.8%	-3%	14%	4%	1%	7%	-6%
COc1ccc(C(=O)n2nc(-c3ccccc3)nc2N)cc1OC	1%	0.2%	-10%	-13%	-2%	?	-28%[46.1 µM]	8%[38.3 µM]
CCOC(=O)N1CCN(C(=O)C2CCN(S(=O)(=O)c3cc(OC)ccc3OC)CC2)CC1	0%	-2.4%	i	3%	3%	-5%	10%	8%
COc1ccc(NC(=O)COc2ccc3c(c2)CCC3)cc1	-4%	0.2%	i	7%	3%	12%	-10%	1%
Later entries:
SMILES	KinaseGlo FLuc	Epigenetic derep	RECQ1 helicase	SMN2 splice enh	GoLoco inh red	KDM4E inh	NPSR antag	IMPase Li inh
COc1ccc(C2=CC(=O)N(Nc3ccccc3)C2=O)cc1	-2%	?	-7%	4%	-4%	3%	-10%	20%
COC(=O)CSc1nnc(-c2ccc3c(c2)OCO3)n1C	-2%	2.3%	-3%	9%	2%	3%	-6%[46.1 µM]	0%[38.3 µM]
Cc1cc(C)nc(Nc2ncn[nH]2)n1	-2%	5.8%	25%	4%	-5%	?	17%	5%
O=C(CSc1n[nH]c(-c2ccc(Cl)cc2Cl)n1)Nc1ccccn1	-1%	1.5%	-14%	-4%	7%	7%	2%[46.1 µM]	13%[38.3 µM]
COCCCNC(=O)CNC(=S)N(Cc1ccc(F)cc1)C1CCCCC1	-3%	-0.9%	0%	-3%	7%	2%	-11%[46.1 µM]	-9%[38.3 µM]
CC(=O)Nc1ccc(NC(=O)CN(c2cccc(C(C)=O)c2)S(C)(=O)=O)cc1	2%	8.9%	-1%	.	9%	-4%	-12%	-3%
CCc1nnc(NC(=O)c2ccc(S(=O)(=O)N(CCOC)CCOC)cc2)s1	-2%	0.3%	-7%	-2%	6%	11%	-10%[46.1 µM]	4%[38.3 µM]
COc1ccc2cc3cc(C(=O)NCc4ccccn4)oc3nc2c1	-6%	6.7%	2%	-5%	1%	.	-26%[46.1 µM]	?
Fc1ccccc1C1c2cccn2CCN1C(=S)Nc1ccc(Br)cc1 (stereo not given)	-1%	-0.4%	-10%	-15%	17%	?	-54%	17%

From PubChem BioAssay
